RXFP1 antagonist: blocks the human relaxin receptor RXFP1. Q9HBX9. HEK293-RXFP1, relaxin-stimulated cAMP HTRF, 30 min; stronger effect = lower value. 0.59% of 350,000 active. activity change, negative = inhibition, % at 57.5 µM;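 active = activity change of -60% or lower, but not beyond a set lower limit; inconclusive = change between -60% and -40%, or beyond the set limit; inactive = change above -40%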
Target sequence (Q9HBX9 whole entry, looked up): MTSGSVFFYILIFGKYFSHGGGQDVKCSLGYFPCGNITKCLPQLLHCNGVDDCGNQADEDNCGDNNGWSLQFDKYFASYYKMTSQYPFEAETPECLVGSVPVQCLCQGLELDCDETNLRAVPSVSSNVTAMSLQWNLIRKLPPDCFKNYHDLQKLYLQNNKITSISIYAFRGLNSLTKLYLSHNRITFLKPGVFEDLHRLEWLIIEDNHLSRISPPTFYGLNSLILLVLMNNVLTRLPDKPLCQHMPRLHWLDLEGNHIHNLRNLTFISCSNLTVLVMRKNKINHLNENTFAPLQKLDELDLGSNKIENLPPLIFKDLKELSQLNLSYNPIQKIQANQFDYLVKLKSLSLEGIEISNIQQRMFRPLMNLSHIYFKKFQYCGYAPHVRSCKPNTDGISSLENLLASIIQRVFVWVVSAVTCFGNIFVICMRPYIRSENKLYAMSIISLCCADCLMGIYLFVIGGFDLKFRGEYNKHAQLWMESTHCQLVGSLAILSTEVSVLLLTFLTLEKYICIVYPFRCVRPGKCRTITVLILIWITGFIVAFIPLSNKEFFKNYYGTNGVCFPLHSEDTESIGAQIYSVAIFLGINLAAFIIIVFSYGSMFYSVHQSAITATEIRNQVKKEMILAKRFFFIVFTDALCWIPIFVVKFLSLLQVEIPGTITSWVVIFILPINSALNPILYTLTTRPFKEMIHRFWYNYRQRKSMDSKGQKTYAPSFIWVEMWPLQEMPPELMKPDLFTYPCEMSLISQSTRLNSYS
* hit, by the source's call; ? = inconclusive. % is scaled to controls: 0 for no effect and ±100 for the full control effect.

SMILES	RXFP1 antagonist
CCC1(CC)C(C#N)C(=O)NC(=O)C1C#N (centres undefined)	-2
CCNC(=S)Nc1ccc(Oc2ccccc2)cc1	-3
CC1CC(C)CN(S(=O)(=O)c2ccc(C(=O)N(C)Cc3ccccc3)cc2)C1 (centres undefined)	-5
CC12CCC(C(=NO)C1=NO)C2(C)C (centres undefined)	8
COc1ccc(C)cc1/C=C/C(=O)N1CCN(S(=O)(=O)c2cccs2)CC1	-1
Cc1cccc(-c2cc3nc(C)cc(=O)n3[nH]2)c1	-4
COCCn1c2nc(=O)n(-c3ccccc3)c(=O)c-2nc2ccccc21	1
Cc1nc(SCC(=O)NCCN2C(=O)CSC2=O)nc(C)c1C	1
CC12CC3(C)CC(C)(C1)CC(C(=O)NC1=NCCS1)(C2)C3	-6
CN(CC(=O)Nc1ccccc1Cl)C(=O)c1cccc(S(=O)(=O)N2CCN(c3ccccc3)CC2)c1	-16
CCOC(=O)Nc1cc(NC(=O)OCC)ncn1	-3
CN(C)Cc1cc(OCc2ccccc2)cc(CN(C)C)c1O	7
COc1ccc(-c2cc(C(=O)NCc3ccco3)c3ccccc3n2)cc1OC	12
COc1ccc(NS(=O)(=O)c2cccc(C(=O)NN=Cc3ccc(OC)c(O)c3)c2)cc1	-3
C#CCN(C[C@@H]1[C@@H](OC(=O)NCc2ccccc2F)[C@@H](OC(=O)NCc2ccccc2F)Cn2c(=O)n(CCCCCC)c(=O)n21)S(=O)(=O)c1ccc(C)cc1	6
Cc1onc(-c2c(F)cccc2Cl)c1C(=O)Nc1cccc(S(=O)(=O)N2CCOCC2)c1	-2
C[C@@H]1CN([C@H](C)CO)C(=O)c2cc(Br)cnc2O[C@H]1CN(C)C(=O)Cc1ccccc1	1
c1ccc2c(c1)OC1OC2Oc2ccccc21	1
NC(=O)CSc1nnc(-c2cccc(S(=O)(=O)N3CCOCC3)c2)o1	-15
COc1cccc(CN(C)C(=O)c2cccc(S(=O)(=O)N3CCN(c4ccccc4)CC3)c2)c1	-4
N#C/C(=C\c1cn[nH]c1-c1ccccc1)C(=O)NC1CCCCCC1	3
O=C1C=C(c2ccc(CO)cc2)C[C@@H](c2ccc(F)cc2)C1	7
CCN(CC(=O)Nc1c(F)cccc1F)C(=O)Cc1c[nH]c2ccccc12	3
CN(CC(=O)Nc1ccc(Cl)c(C(F)(F)F)c1)C(=O)c1cnccn1	-14
COc1ccc(CCC(C)=O)cc1	15
CN(C)C(=O)c1ccc(NC(=O)c2cccc(S(=O)(=O)N3CCN(Cc4ccccc4)CC3)c2)cc1	-3
CN(CC(=O)Nc1ccccc1Cl)CC(=O)Nc1cccc2ccccc12	6
O=C1CCCc2c1ccc1ccccc21	-6
O=C(Nc1cccc(Cl)c1)c1nc[nH]c1C(=O)Nc1ccccc1F	-4
COc1ccc(S(=O)(=O)N2CCOCC2)cc1NC(=O)CCCOc1ccc(C(C)=O)cc1	10
Cc1ccc(S(=O)(=O)N2CCOCC2)cc1C(=O)Nc1nc(-c2ccccn2)cs1	0
Cc1cccc(OCC(O)CNC(C)(C)C)c1C (centres undefined)	11
CCOC1=CC(=O)N(Cc2ccccc2)C1	-1
COc1c(C=NNC(N)=O)c(OC)c(OC)c2c1CCO2	0
Cc1cc(O)c(C(C)C)cc1NC(=S)Nc1cc(C(C)C)c(O)cc1C	-15
Cc1cc(=O)oc2cc(NC(=O)CCC(=O)O)ccc12	11
COCC(=O)N(C)C[C@H]1Oc2cc(C#Cc3cccnc3)ccc2S(=O)(=O)N([C@H](C)CO)C[C@H]1C	2
CC(=O)N(C)C[C@H]1Oc2ncc(Br)cc2C(=O)N([C@H](C)CO)C[C@@H]1C	-9
Cc1csc(=O)n1CCC(=O)OC(C)C(=O)NCc1ccccc1 (centres undefined)	-10
CCOCC(=O)NC1CCc2cc(OC(=O)COCC)c(OC)c(OC)c2-c2ccc(SC)c(=O)cc21 (centres undefined)	5

Taken from above (six entries):
SMILES	RXFP1 antagonist
CN(CC(=O)Nc1ccccc1Cl)CC(=O)Nc1cccc2ccccc12	6
O=C1CCCc2c1ccc1ccccc21	-6
O=C(Nc1cccc(Cl)c1)c1nc[nH]c1C(=O)Nc1ccccc1F	-4
COc1ccc(S(=O)(=O)N2CCOCC2)cc1NC(=O)CCCOc1ccc(C(C)=O)cc1	10
Cc1ccc(S(=O)(=O)N2CCOCC2)cc1C(=O)Nc1nc(-c2ccccn2)cs1	0
Cc1cccc(OCC(O)CNC(C)(C)C)c1C (centres undefined)	11

Continuation:
SMILES	RXFP1 antagonist
Cc1ccccc1Nc1nc(N)nc(COC(=O)c2ccco2)n1	-4
CN(C)c1ccc(NC(=O)COC(=O)c2ccc3c(c2)OCO3)cc1	0
Cc1cc(C)n2nc(SCC(=O)N3CCC(C(=O)O)CC3)nc2n1	-2
N#C/C(=C/N1CCOCC1)c1ccccc1	-1
CC(C)Cn1c(N)c(C(=O)CSc2nnnn2-c2ccc(Cl)cc2)c(=O)n(C)c1=O	6
CSCCC(NC(=O)c1ccccc1Br)C(=O)NNC(=O)C1COc2ccccc2O1 (centres undefined)	2
CCOc1ncccc1C(=O)OCC(=O)NCc1cccs1	-1
Nc1cc(=O)[nH]c2ncnn12	0
O=C(Nc1nccs1)[C@@H]1CCCN1S(=O)(=O)c1ccc(Cl)cc1	8
Cc1ccc(S(=O)(=O)N2C[C@H]3C(=O)C[C@@H](c4ccc(Cl)cc4)N(S(=O)(=O)c4ccccc4C)[C@H]3C[C@H]2c2cccc(Cl)c2)cc1	-5
CC(C)Cn1c(N)c(C(=O)COC(=O)c2ccccc2C(=O)c2ccccc2)c(=O)n(C)c1=O	-2
O=C(C1CCCCC1)N1C[C@@H](n2cc(-c3ccc(F)cc3)nn2)[C@H](O)C[C@@H]1c1ccc(Cl)cc1	-2
CSC[C@H]1CN(c2ccccc2)C(=O)[C@@H]1CC(=O)Nc1ccc(Br)cc1	6
O=C(c1ccccc1)N1CCOC(O)(c2ccccc2)C1c1ccccc1 (centres undefined)	-3
O=C(CCCn1c(=O)oc2ccccc21)NNC(=O)COc1ccc(F)cc1	-6
COc1cc(Cl)c(C)cc1NC(=O)c1ccccc1-n1cnnn1	-8
O=C(Oc1ccc(-c2ccccc2)cc1)c1ccco1	-15
Nc1ncnc2nn(C3OC(CO)C(O)C3O)nc12 (centres undefined)	4
O=C(CCc1nc2ccccc2c(=O)[nH]1)N1CCN(S(=O)(=O)c2cc(Cl)ccc2Cl)CC1	5
C#CCN(C[C@@H]1[C@@H](OC(=O)NCCCCCC)[C@@H](OC(=O)NCCCCCC)Cn2c(=O)ccc(=O)n21)S(=O)(=O)c1ccc(C)cc1	2
CC(=O)c1ccccc1NC(=O)COC(=O)C1COc2ccccc2O1 (centres undefined)	3
O=C(NCc1cccs1)c1ccc(Cl)c(S(=O)(=O)N2CCOCC2)c1	0
CCCc1cc(=O)[nH]c(SCC(=O)N2CCCCCC2)n1	-1
Cn1cc(C(=O)c2cccc(Cl)c2Cl)cc1C(=O)O	3
COc1cc2c(cc1OC)CN(C(=O)[C@H](C)N[C@@H](CCc1ccccc1)C(=O)O)[C@H](C(=O)O)C2	23
C[C@@H](NC(=O)c1ncn2c1c(=O)[nH]c1cccnc12)c1ccccc1	-8
O=C(NCc1ccccc1)c1ccc(S(=O)(=O)N2CCCCCC2)cc1	1
O=[N+]([O-])/C=C\c1ccc(N2CCOCC2)cc1	-16
CCN(C(=O)COC(=O)c1cc(=O)[nH]c2ccccc12)c1c(N)n(Cc2ccccc2)c(=O)[nH]c1=O	-3
CC1C(=O)N(Cc2cn(CCC3OCCO3)nn2)CCS(=O)(=O)N1Cc1ccc(-c2cccc(CO)c2)cc1 (centres undefined)	2
O=C(NC(NCc1ccccc1)C(Cl)(Cl)Cl)c1cccnc1 (centres undefined)	7
CC(=O)N[C@@H](CCC(=O)O)C(=O)O	6
C[C@@H]1CN([C@@H](C)CO)C(=O)CCCn2nncc2CO[C@@H]1CN(C)C(=O)c1ccc2ccn(C)c2c1	-2
COc1ccc(C(=O)OCC(=O)c2ccc3c(c2)NC(=O)CO3)cc1S(=O)(=O)N1CCOCC1	-3
Cc1cc(O)c(C(C)C)cc1NC(=O)Nc1ccc([N+](=O)[O-])cc1	?
O=C(N/N=C/c1cc(Br)cc(Cl)c1O)c1ccc2c(c1)OCO2	-18
COc1ccc(CCc2ccc3ccccc3n2)cc1	3
CN(CC(=O)Nc1ccc(Cl)c(C(F)(F)F)c1)C(=O)c1ccccc1SCC(=O)N1CCCC1	2
CCc1sc(C(=O)Nc2nc(-c3ccccn3)cs2)cc1C	-69*
CC1CCCCC1NC(=O)c1ccc(-n2cncn2)cc1 (centres undefined)	-9

2 records drawn at random from the list so far:
SMILES	RXFP1 antagonist
O=C(NC(NCc1ccccc1)C(Cl)(Cl)Cl)c1cccnc1 (centres undefined)	7
O=C(N/N=C/c1cc(Br)cc(Cl)c1O)c1ccc2c(c1)OCO2	-18

(more compounds)
SMILES	RXFP1 antagonist
CC(C)CN(C(=O)C1CCC1)c1c(N)n(Cc2ccccc2)c(=O)[nH]c1=O	-3
C[C@@H]1CN([C@@H](C)CO)C(=O)c2cc(NC(=O)C3CCCCC3)ccc2O[C@@H](C)CCCCO[C@@H]1CN(C)C(=O)CCCN(C)C	-2
O=C(NC1=NCCS1)C1CCN(S(=O)(=O)c2cc([N+](=O)[O-])ccc2Cl)CC1	-10
Cc1cc(Cl)c2oc(C(=O)N3CCN(c4ccncc4)CC3)c(C)c2c1	-6
CS(=O)(=O)c1ccc(Cl)c(NC(=O)CSC(=S)N2CCCC2)c1	-20
Nc1cc(=O)[nH]c(SCC(=O)Nc2cccc(S(=O)(=O)N3CCCCC3)c2)n1	10
COCCN1CCC(CO)C1 (centres undefined)	-5
CNC[C@H](O)[C@@H](O)[C@H](O)[C@H](O)CO	-3
C[N+](C)(C)CCOC(=O)CCC(=O)OCC[N+](C)(C)C	-3
O=C(c1ccccc1)C1N=NCC1c1ccc(Cl)cc1 (centres undefined)	-24
COCCCNC1=C(C#N)C(=O)NC(c2cccs2)S1 (centres undefined)	8
CCOC(=O)CSc1n[nH]c(-c2cccnc2)n1	-22
Cc1ccc(NC(=O)CN(C)C(=O)c2ccc(NS(=O)(=O)c3cccc([N+](=O)[O-])c3)cc2)cc1	8
C[C@@H]1CN([C@@H](C)CO)C(=O)c2cc(-c3cccnc3)cnc2O[C@H]1CN(C)C(=O)c1cccc(F)c1	0
NC(=Nc1nc(-c2ccccn2)cc2ccccc12)c1ccccn1	2
Cc1cc(C)c(C#N)c(SCC(=O)Nc2ccccc2C(N)=O)n1	-10
CCOc1ccccc1NC(=O)c1cc(=O)[nH]c2ccc(S(=O)(=O)N3CCOCC3)cc12	2
Cc1ccc(N(C)S(=O)(=O)c2cccc(C(=O)OCC(=O)N(C)Cc3ccccc3)c2)cc1	7
Cc1nnc(SCC(=O)NNC(=O)c2ccccc2)n1Cc1ccccc1	-3
COc1cc(NC(=O)C2CC3CCC2C3)c(OC)cc1Cl (centres undefined)	-19
CCOC(=O)c1c(-c2ccccc2)csc1NC(=O)c1cc(-c2ccccc2OC)on1	-6
c1ccc2nc(N3CCCC3)c(N3CCCCC3)nc2c1	?
O=C(O)Cc1ccc2c(c1)Cc1cccnc1O2	-7
CC(C)(CCC(=S)N1CCOCC1)c1ccccc1	-10
O=S(=O)(c1ccc(Cl)nc1)N1CCCC1	3
O=S(=O)(O)c1cnccc1Nc1cccc(C(F)(F)F)c1	-5
O=C(CCNS(=O)(=O)c1ccc(F)c(F)c1)NCCN1CCOCC1	3
CCOC(=O)CC1C(=O)NCCN1C(=S)NC(=O)c1ccc(C)c(Br)c1 (centres undefined)	6
CC1(C)CN(C2CCCCC2)C(=O)[C@H]1CC(=O)Nc1ccccc1	4
O=C(O)C1CCN(S(=O)(=O)c2ccc3[nH]ccc3c2)CC1	-1
CN(C)Cc1c(OC(=O)c2ccc(N)cc2)ccc2ccccc12	-22
CC(=O)C1CCC2C3CC=C4CC(SC(=N)N)CCC4(C)C3CCC12C (centres undefined)	-105*
O=C1CCC(C(=O)N2CCN(c3cnccn3)CC2)CN1CCc1ccccc1 (centres undefined)	0
O=S(=O)(c1ccc(NC(=S)N2CCOCC2)cc1)N1CCCCC1	2
C=CCn1c2ccccc2c2nnc(SCC(=O)OC)nc21	1
Nc1nc(SCC(=O)Nc2ccc(Br)cc2Br)n[nH]1	10
CCc1ccc(/C=C2/SC(=S)N(CCCC(=O)Nc3cccc(C(=O)O)c3)C2=O)cc1	-3
Cc1cc(NC(=O)CN2C(=O)/C(=C/c3ccc(C(C)C)cc3)SC2=S)no1	-4
O=C(COC(=O)Cc1ccc(Br)cc1)NCC1CCCO1 (centres undefined)	4
Cn1c(=O)c2c(nc(N3CCOCC3)n2CCNC2=NCCC2)n(C)c1=O	-5

Molecules above that contain a cyano group (five):
SMILES	RXFP1 antagonist
CCC1(CC)C(C#N)C(=O)NC(=O)C1C#N (centres undefined)	-2
N#C/C(=C\c1cn[nH]c1-c1ccccc1)C(=O)NC1CCCCCC1	3
N#C/C(=C/N1CCOCC1)c1ccccc1	-1
COCCCNC1=C(C#N)C(=O)NC(c2cccs2)S1 (centres undefined)	8
Cc1cc(C)c(C#N)c(SCC(=O)Nc2ccccc2C(N)=O)n1	-10

The list continues.
SMILES	RXFP1 antagonist
O=C(Oc1cncc(Cl)c1)c1sccc1Cl	8
CNC[C@H]1OCc2ccccc2-c2ccccc2C(=O)N([C@@H](C)CO)C[C@H]1C	0
CCc1sc(N(C(=O)Cc2ccccc2)c2cccc(F)c2)nc1-c1ccc(C)cc1	0
CC(C)n1nc(C(=O)Nc2ccc(-n3cnnn3)cc2)c2ccccc2c1=O	-3
O=C(NCc1cccnc1)C1CCN(S(=O)(=O)N2CCC3(CC2)OCCO3)CC1	-15
Cc1ccc(C)c(NC(=O)CN(C)C(=O)c2cc3ccccc3oc2=O)c1	4
COc1ccc2nc(NCc3ccc(OC)c(OC)c3OC)sc2c1	-12
Cc1ccc2nc(N)nnc2c1	5
Oc1ccc(C=NNc2ccccn2)c(O)c1	6
O=C(CCNC(=O)c1ccccc1Cl)NN=Cc1ccco1	5
Cc1cccc2cc(C#N)c(NCCNC(=O)c3ccccc3)nc12	2

An excerpt (hit frequency here may not be typical).
